Source: PubChem
RmlC RmlD mix: RmlC and RmlD coupled enzyme inhibitors, primary screen, biochemical, 384-well, compound mixtures, retest | inhibition, % at 5.5 µM | RmlC/RmlD coupled enzyme inhibition, 384-well mixture HTS | hit rate 0.39% among 110,000 | AID 1532, 2009; in the data active = inhibition above about 30%, passing the limit was not always enough; inconclusive = no clear call, values can overlap the other calls; also: strong numbers were not always called active
HIV RNase H inh: HIV-1 RT RNase H inhibitors, primary screen, biochemical, fluorescence. Gag-Pol polyprotein (Human immunodeficiency virus type 1 group M subtype B (isolate …. RT-RNase H RNA/DNA duplex cleavage. inhibition, % at 10 µM. hit rate 1.9% among 65,000. AID 565, 2006; in the data active = inhibition above about 50%
* hit, by the source's call; ? = inconclusive; . = not tested or not shown. The list is partial (hit frequency here may not be typical).

Fields – RmlC RmlD mix | HIV RNase H inh
CCC(NC(=O)C1CCC1)c1ccccc1 (stereo unspecified)
    8 | .
O=C(NC1CCCCC1)c1ccc(CS(=O)(=O)Cc2ccccc2F)o1
    . | -2
CC(=O)/C(CN1CCCCC1)=N\O
    1 | -10
Cc1ccc(NS(=O)(=O)c2ccc(CCC(=O)NC3CC3)cc2)cc1
    -2 | .
Cn1c2ccccc2c2c(C(=O)N3CCC4(CC3)OCCO4)cn(C3CCCC3)c(=O)c21
    0 | -7
Cn1c(-c2cc(Br)ccc2O)n[nH]c1=S
    9 | 7
COc1cc(C(=O)N(Cc2ccc(N(C)C)cc2)C2CCS(=O)(=O)C2)cc(OC)c1OC (stereo unspecified)
    . | 2
CCOc1ccc(/C(O)=C2/C(=O)C(=O)N(CC3CCCO3)C2c2ccc(C)o2)cc1 (stereo unspecified)
    -4 | -4
CCCCn1c(=O)n(CC(=O)NCc2ccc(C)cc2)c(=O)c2c1nc(CO)n2CCC
    5 | -2
Cc1occc1C(=O)Nc1ccc(Br)cc1F
    -1 | .
O=C(c1ccccc1Oc1ccccc1)N1CCN(c2ccccc2F)CC1
    -6 | .
CCCc1nn(-c2cc(Cl)ccc2OC)c2c1C(=O)CC(C)(C)C2
    1 | .
COc1ccc(CNC(=O)C2(CC3CC(c4ccccc4)=NO3)CCN(C(=O)OC(C)(C)C)CC2)cc1 (stereo unspecified)
    9 | .
CCC(CC)C(=O)Nc1cccc(C(=O)N2CCCC2)c1
    -12 | -4
Cc1occc1C(=O)Nc1ccccc1C(=O)O
    8 | -7
Cc1ccc2nsnc2c1S(=O)(=O)N(CCO)Cc1cc2cc3c(cc2[nH]c1=O)OCCO3
    -9 | -4
CCN(CC)c1ccc(C=Nc2ccccc2)c(O)c1
    6 | .
COc1ccccc1CNC(=O)CCC(=O)Nc1nnc(C)s1
    3 | -6
CC/C(=N\NC(=O)c1ccc(-c2ccccc2)cc1)C12CC3CC(CC(C3)C1)C2
    -14 | .
Cc1ccc(-c2nnc(SCC(=O)N3CCCC3)o2)cc1
    9 | -11
CCOC(=O)c1ccc(N2C(=O)CC(N3CCN(C(=O)c4ccco4)CC3)C2=O)cc1 (stereo unspecified)
    -11 | 3
CCCNC1=C(C)C(=O)CC1
    ? | -10
CCOc1ccc(N(CC(=O)Nc2ccccc2C(=O)NCc2ccco2)S(C)(=O)=O)cc1
    6 | .
Cc1ccc(-n2c(C)cc(C(=S)N3CCOCC3)c2C)cc1C
    5 | .
O=S(=O)(Nc1ccccc1F)c1ccc2nsnc2c1
    -15 | -8
CCN(CC)CCNc1nc2c(c(=O)n(C)c(=O)n2C)n1C/C=C(/C)Cl
    -15 | -6
Cc1cnn(C(=S)NCc2ccc(Cl)cc2)c1
    0 | -32
Cc1ccc(SCc2ccc(C(=O)Nc3cccc([N+](=O)[O-])c3)cc2)cc1
    5 | .
O=C(NCC(c1cccnc1)N1CCN(c2ccc(F)cc2)CC1)C1CCCCC1 (stereo unspecified)
    -12 | -24
Cc1ccccc1C(=O)NC1CCN(Cc2nnnn2Cc2ccccc2)CC1
    -4 | -4
Cc1ccc(-n2c(Cc3cccs3)nnc2SCC(N)=O)cc1
    -4 | .
O=C(Cn1c(=O)c2c(ncn2Cc2ccccc2)n(Cc2ccccc2)c1=O)N1CCCC1
    4 | -87
Cc1ccc(F)c(NC(=O)C2CCCCC2C(=O)O)c1 (stereo unspecified)
    -7 | -8
COc1ccc(C2C3=C(CC(C)(C)CC3=O)Oc3ncn(Cc4ccccc4)c(=N)c32)cc1 (stereo unspecified)
    -12 | .
O=C(CCS(=O)(=O)c1ccccc1)Nc1nc2c(s1)COc1ccccc1-2
    -7 | 19
COc1ccc(C(=O)Nc2nnc(Cc3cccs3)s2)cc1OC
    11 | 4
O=C(NCc1ccccc1)C1=C[C@@H](c2ccc(Br)cc2)C[C@@H](OCc2ccc(CO)cc2)O1
    11 | .
CCO[C@H]1OC(C(=O)NCc2nc3ccccc3[nH]2)=C[C@@H](C2CCCCC2)[C@@H]1CCCO
    -104 | .
CCCC(=O)NC(Nc1ccc(S(=O)(=O)Nc2cc(C)on2)cc1)(C(=O)OCC)C(F)(F)F (stereo unspecified)
    6 | -16
CCN1C[C@@]2(COC)C3[C@@H](OC)[C@H]4[C@@H]1[C@@]3(C1C[C@H]3[C@H](O)C1[C@]4(O)C[C@H]3OC)[C@@H](OC)C[C@H]2O (stereo partly specified)
    -12 | .
Cc1cc(C(=O)NCC2CCCO2)n(-c2ccccc2)n1 (stereo unspecified)
    -8 | -1
Cc1nc2sc(C(c3ccc(Cl)cc3)N3CCN(CCO)CC3)c(O)n2n1 (stereo unspecified)
    -9 | -3
CC1CCc2c(C(=O)N3CCN(S(=O)(=O)c4cccs4)CC3)csc2C1 (stereo unspecified)
    -10 | -6
CC(OC(=O)CN(C)S(=O)(=O)c1ccc(Cl)cc1)C(=O)Nc1ccc(N2CCOCC2)cc1 (stereo unspecified)
    -10 | -1
S=c1[nH]nc(-c2cc(-c3ccco3)[nH]n2)n1-c1ccccc1Cl
    5 | .
CCOC(=O)Cn1c(=O)n(CC(=O)OCC)c2ccccc21
    4 | 0
Cc1ccc(S(=O)(=O)N2CCC(=O)N(CCOC(=O)Nc3ccccc3C)CC2)cc1
    -1 | .
O=c1c2ccccc2nc2n1C(CSCc1ccc(Cl)cc1)CS2 (stereo unspecified)
    9 | .
CC(C)(C)c1ccc(C(=O)CSc2n[nH]c(=O)[nH]c2=O)cc1
    -16 | .
O=C(NC1CCCCC1)N1CCCCCCC1
    ? | -13
COc1ccccc1NC(=O)CSc1ccc2nnc(-c3cccnc3)n2n1
    12 | -12
CCC(CC)C(=O)Nc1ccccc1NC(C)=O
    110 | -8
CC1(C)CC[C@]2(C(=O)O)CC[C@]3(C)C(=CC[C@@H]4[C@@]5(C)CC[C@H](O)C(C)(C)[C@@H]5CC[C@]43C)[C@@H]2C1
    -34 | .
CCN(CC)S(=O)(=O)c1cccc2c(N(C)C)cccc12
    -12 | -36
O=C(N[C@@H](Cc1ccc(O)cc1)C(=O)O)C(c1ccccc1)c1ccccc1
    -21 | .
O=C(Nc1nccs1)c1csc2c1CCCC2
    -13 | .
COc1cccc(/C=N/NC(=O)c2c(-c3ccccc3)noc2C)c1
    -20 | .
Cc1cc(=S)cc(C)n1CCCO
    -8 | -2
Cc1cc(C(=O)CN2C(=O)NC3(CCCc4ccccc43)C2=O)c(C)n1Cc1cccs1 (stereo unspecified)
    14 | 10
O=S(=O)(Cc1nc2ccccc2s1)c1ccccc1
    -9 | -17

Given tab-delimited: 3 of the compounds above
structure	RmlC RmlD mix	HIV RNase H inh
Cc1cc(C(=O)CN2C(=O)NC3(CCCc4ccccc43)C2=O)c(C)n1Cc1cccs1 (stereo unspecified)	14	10
CC1(C)CC[C@]2(C(=O)O)CC[C@]3(C)C(=CC[C@@H]4[C@@]5(C)CC[C@H](O)C(C)(C)[C@@H]5CC[C@]43C)[C@@H]2C1	-34	.
O=c1c2ccccc2nc2n1C(CSCc1ccc(Cl)cc1)CS2 (stereo unspecified)	9	.

Some of these compounds in order of formula weight, low to high:
Fields – RmlC RmlD mix | HIV RNase H inh
CCCNC1=C(C)C(=O)CC1
    ? | -10
CCC(NC(=O)C1CCC1)c1ccccc1 (stereo unspecified)
    8 | .
O=C(NC1CCCCC1)N1CCCCCCC1
    ? | -13
Cc1ccc(F)c(NC(=O)C2CCCCC2C(=O)O)c1 (stereo unspecified)
    -7 | -8
O=S(=O)(Cc1nc2ccccc2s1)c1ccccc1
    -9 | -17
Cc1occc1C(=O)Nc1ccc(Br)cc1F
    -1 | .
Cc1ccc(-c2nnc(SCC(=O)N3CCCC3)o2)cc1
    9 | -11
O=S(=O)(Nc1ccccc1F)c1ccc2nsnc2c1
    -15 | -8
Cc1ccc(-n2c(Cc3cccs3)nnc2SCC(N)=O)cc1
    -4 | .
Cc1ccc(NS(=O)(=O)c2ccc(CCC(=O)NC3CC3)cc2)cc1
    -2 | .
O=C(NC1CCCCC1)c1ccc(CS(=O)(=O)Cc2ccccc2F)o1
    . | -2
CCN(CC)CCNc1nc2c(c(=O)n(C)c(=O)n2C)n1C/C=C(/C)Cl
    -15 | -6
CC/C(=N\NC(=O)c1ccc(-c2ccccc2)cc1)C12CC3CC(CC(C3)C1)C2
    -14 | .
Cc1ccccc1C(=O)NC1CCN(Cc2nnnn2Cc2ccccc2)CC1
    -4 | -4
O=C(NCC(c1cccnc1)N1CCN(c2ccc(F)cc2)CC1)C1CCCCC1 (stereo unspecified)
    -12 | -24
CCOC(=O)c1ccc(N2C(=O)CC(N3CCN(C(=O)c4ccco4)CC3)C2=O)cc1 (stereo unspecified)
    -11 | 3
O=C(Cn1c(=O)c2c(ncn2Cc2ccccc2)n(Cc2ccccc2)c1=O)N1CCCC1
    4 | -87
COc1cc(C(=O)N(Cc2ccc(N(C)C)cc2)C2CCS(=O)(=O)C2)cc(OC)c1OC (stereo unspecified)
    . | 2
Cc1ccc2nsnc2c1S(=O)(=O)N(CCO)Cc1cc2cc3c(cc2[nH]c1=O)OCCO3
    -9 | -4
COc1ccc(CNC(=O)C2(CC3CC(c4ccccc4)=NO3)CCN(C(=O)OC(C)(C)C)CC2)cc1 (stereo unspecified)
    9 | .

(listing goes on)
Fields – RmlC RmlD mix | HIV RNase H inh
C/C(=C/C=C/[C@@H](C)C(=O)O)[C@H]1CN[C@H](C(=O)O)[C@H]1CC(=O)O
    ? | .
CCOc1ccc2nc(NCCCNS(=O)(=O)c3ccccc3)c(C#N)cc2c1
    -31 | -24
CNP1(NC)=NC(C(F)(F)F)=NC(C(F)(F)F)=N1
    -8 | -3
CC(=O)N1CCc2cc(S(=O)(=O)NCCC3=CCCCC3)ccc21
    . | -2
O=C(Cc1ccc(Br)cc1)N1CCCCCC1
    -14 | -7
O=c1[nH]nc(CSCc2ccccc2Cl)[nH]1
    -12 | -10
O=C(NCCc1c[nH]c2ccccc12)Nc1ccccc1
    -1 | .
CCc1c(C)sc(NC(=O)CCc2ccc(OC)cc2)c1C(N)=O
    9 | .
Cc1cc(C)nc(N2CCC(C(=O)Nc3ccc4c(c3)OCO4)CC2)n1
    -6 | -13
CCC(=O)Nc1sc2c(c1C(=O)N(C)C)CCCCC2
    -4 | .
c1ccc(-c2nnc(CN3CCC4(CC3)OCCO4)o2)cc1
    -6 | -6
Oc1ccccc1-c1n[nH]c(=S)n1Cc1ccco1
    9 | .
Cc1cccc(Nc2nc(N)nc(CSc3nccn3C)n2)c1
    6 | .
O=c1nc2n(c3ccccc13)Cc1ccccc1-2
    . | -15
COC(=O)CCC(=O)OC1(C)C(=O)C2=CN(C3CC3)C(c3ccc(OC)cc3)=CC2=C(Br)C1=O (stereo unspecified)
    7 | .
COc1ccc(NC(=O)c2cnc(C)cn2)c2ncccc12
    8 | 3
CCOC(=O)c1cc(C(C)=O)c(=O)n(C)c1N
    -4 | 0
COc1ccc(CC(NC(C)=O)C(=O)NC2CCN(S(=O)(=O)c3cccc4ccccc34)CC2)cc1OC (stereo unspecified)
    -11 | .
Cc1cccc(-c2nc(CN3CCCC(C(=O)NC4CCCCC4)C3)c(C)o2)c1 (stereo unspecified)
    3 | 10
CSC1=N/C(=C\c2ccc(C)o2)C(=O)S1
    6 | -26
Cc1ccc(N2CC(c3nc4ccccc4[nH]3)CC2=O)c(C)c1 (stereo unspecified)
    -4 | -10
CN1CCN(C2=Nc3cc(Cl)ccc3Nc3ccccc32)CC1
    -4 | -4
CCCn1c(SCC#N)nc2c(c1=O)C1(CCCC1)Cc1ccccc1-2
    -5 | 0
N=c1c(C(=O)NCc2ccc(F)cc2)cc2c(=O)n3ccccc3nc2n1CCCN1CCOCC1
    31* | -19
O=C(Nc1nccs1)c1ccc(CSc2nnnn2-c2ccccc2)cc1
    -15 | -35
O=c1oc2ccccc2cc1NCc1ccccc1O
    -12 | -84
O=C(N/N=C/c1ccco1)c1ccc(Br)o1
    9 | .
O=C(NCc1nc2ccccc2[nH]1)C1=C[C@H](c2ccc(Br)cc2)C[C@H](OCc2ccc(CO)cc2)O1
    -7 | .
O=C(NCC1CCCO1)c1c(O)c2cccc3c2n(c1=O)CCC3 (stereo unspecified)
    20 | -8
CC1=C(C(=O)OC(C)(C)C)C(c2ccco2)C(C#N)=C(N)O1 (stereo unspecified)
    6 | -111
NS(=O)(=O)c1ccc(S(=O)(=O)N2CCCC2)cc1
    7 | .
CC(=O)N1CCC(C(=O)c2ccc(Cl)cc2)CC1
    -19 | .
Cc1ccc(-c2cn3c(=O)cc(C)[nH]c3n2)cc1
    ? | .
COc1ccc(OC)c(-n2c(CNC3CCN(Cc4ccccc4)CC3)nc3ccccc3c2=O)c1
    3 | .
CC1=NC(C(F)(F)F)(C(F)(F)F)C(C#N)=C(C)N1
    -6 | -7
CCOc1ccccc1Nc1ncnc2c1cnn2-c1ccccc1
    -10 | -13
O=C(NCc1ccccn1)C1CCCN(S(=O)(=O)c2cccc3nsnc23)C1 (stereo unspecified)
    -10 | -34
